Source: PubChem
Lipid droplet = inhibitors of hepatocyte lipid droplet formation, primary screen, imaging, high-throughput imaging, BODIPY stain; 0.4% of 240,000 active; AML12 mouse hepatocytes, oleate lipid droplets; inhibition, % at 6.5 µM; AID 1656, 2009;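 active = lipid droplet intensity inhibited by at least 50%, with more than 500 cells counted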
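System: AML12 hepatocytes (mouse). Probe or stimulus: oleic acid at 100 µM to induce lipid droplet formation. Times: overnight treatment with compound plus oleate. Detection: Image-based BODIPY and DAPI two-channel analysis. Evaluation: percent inhibition of filter-corrected integrated lipid droplet intensity per well.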
WT yeast gro inh = growth inhibition of WT strain, primary screen, mitochondrial fusion inhibitor project, WT and mutant strains, chemical genetic; 2.1% of 190,000 active; inhibition, % at 10 µM; mitochondrial fusion phenotypic screen; AID 1362, 2008; in the data active = inhibition above about 58%; tested in S. cerevisiae
MT stabilize HCS = microtubule stabilizers in HeLa cells, primary screen, imaging, high-content imaging; AID 2205, 2009; 0.83% of 200,000 active; HeLa tubulin immunostaining HCS, 24 h; share of cells brighter than vehicle mean+2SD; % tubulin-high responders, % at 10 µM;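 active = plate Z-score above 3 for both tubulin-high and condensed-nucleus cell shares, with cell loss under 80%, at 10 µM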;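 note: anti alpha tubulin signal scored within the nucleus-defined area of each cell; some results filed as inactive read as strong as hits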
bCat nuc transl = modulators of beta-catenin nuclear translocation, primary screen, imaging, HeLa cells, immunofluorescence, high-content | 0.3% of 190,000 active | AID 1665, 2009 | nuclear translocation activity, % at 5 µM;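 active = nuclear translocation activity above 50% at 5 µM, with a well cell count of 50 or more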;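 note: per-cell ratio of nuclear to cytoplasmic median beta-catenin stain intensity; plate controls were DMSO negative control for no effect and GSK-3 inhibitor IX positive control for full effect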
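test system = HeLa cells, endogenous beta-catenin | dosing = single 5 µM dose plus 0.02–20 µM confirmation series | times = compound treatment 24 h, 37°C, 5% CO2 | technique = beta-catenin immunofluorescence imaging with DAPI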
Ins promoter up = insulin promoter activators in MIN6 cells, imaging, high-content screening, mouse beta cells; AID 1625, 2009; MIN6 insulin promoter-GFP reporter; hits give high values; z-score at 5 µM; 0.3% of 190,000 active;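 active = z-score above 3 at 5 µM with at least 500 cells counted in the well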
Autophagy mod = autophagy modulators in MEF cells, primary screen, imaging, high-content, MEF GFP-LC3 | calls only at 10 µM (by protocol) | MEF GFP-LC3 puncta imaging; test concentration mostly 10 µM | 0.98% of 190,000 active;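 active = percentage of spot-positive cells more than 3 SD above its plate mean, without a fluorescence outlier flag or 80% toxicity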;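 note: spot-positive cell cutoff set from DMSO-treated cells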
CSM14.1 death rescue = rescue of cells from ER stress-induced death, primary screen, 384-well, CSM14.1, thapsigargin, ATP luminescence (AID 1222); CSM14.1 thapsigargin-induced death rescue, ATP luminescence; higher % means a stronger effect; cellular ATP content (survival), % at 20 µM, or EC50 in µM where a hit was titrated; 190,000 tested, under 10 active;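 active = EC50 below 50 µM in the dose-response confirmation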;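 note: death triggered by thapsigargin at about 15 µM added after 2 h compound pretreatment; cell ATP read after overnight thapsigargin exposure of roughly 18 to 22 hours; normalized against plate controls of thapsigargin alone and 5% DMSO vehicle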
Dynein cargo inh = inhibitors of GR-EGFP nuclear translocation, primary screen, dynein cargo transport inhibitor project, imaging, high-content, 3617.4 mouse cells | test concentration mostly 20 µM; stimulated with dexamethasone, 1 µM; hits give low values | z-score, hits read low | 0.47% of 220,000 active | AID 1381, 2008;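 active = plate z-score of nuclear minus cytoplasmic receptor signal below a set negative limit, without overly bright fluorescence or cell loss, cut at about -3.5 in these data, passing the limit was not always enough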;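 note: z-score of nuclear minus cytoplasmic ring GR-EGFP intensity difference per well; some compounds called inactive have numbers as strong as hits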
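Buffer or medium – tet-free medium with charcoal-stripped serum · Signal – automated 10x imaging of fixed Hoechst-stained cells · Also added – dexamethasone agonist, 1.0 µM final, for 30 min · Incubation – induction 48 h, compound 1 h, agonist 30 min · Read-out – GR-EGFP nuclear translocation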
XIAP displacement = XIAP antagonists, biochemical, IAP family, fluorescence polarization (AID 1018). XIAP BIR domain, fluorescence polarization peptide displacement; higher % means a stronger effect. E3 ubiquitin-protein ligase XIAP (Homo sapiens). displacement, % at 20 µM; hits with a dose series show IC50 in µM. 0.007% of 200,000 active; in the data active = displacement above about 50%; note: a part of the inactive calls stands beside numbers as strong as those of hits
WT yeast gro inh mutant strain = also measured in WT yeast gro inh; calls as there; inhibition, %; mitochondrial fusion phenotypic screen, mutant strain inhibition
Dynein cargo inh cytoplasmic EGFP = recorded beside Dynein cargo inh, whose call it bears; z-score; measured here: cytoplasmic GR-EGFP intensity; hits give high values
Dynein cargo inh nuclear GR-EGFP = second read-out of Dynein cargo inh, no call of its own (marks repeat the call); z-score; measured here: nuclear GR-EGFP intensity;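 lower value marks the stronger effect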
Dynein cargo inh cell count = also measured in Dynein cargo inh; calls as there; z-score; measured here: cell count per field
Ins promoter up cell count = further read-out of Ins promoter up, marked with its call; cell count; measured here: cytotoxicity, nuclei count;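 total cells summed across four imaged fields per well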
Lipid droplet cells 6.5 µM = also measured in Lipid droplet; calls as there; cell count; measured here: cell count, cytotoxicity flag;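 cells counted across two imaged fields per well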
bCat nuc transl cell count 5 µM = further read-out of bCat nuc transl, marked with its call; cell count; measured here: cell count, cytotoxicity flag
MT stabilize HCS Hoechst-high % = also measured in MT stabilize HCS; calls as there; % Hoechst-high responders; measured here: nuclear condensation Hoechst responders;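 share of cells brighter than vehicle mean plus two SD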
MT stabilize HCS cytotoxicity % = further read-out of MT stabilize HCS, marked with its call; toxicity, %; measured here: cytotoxicity by cell density;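 0% = mean cell density of plate MIN control wells and 100% = no cells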
Autophagy mod cell loss 18 h = recorded beside Autophagy mod, whose call it bears; toxicity, %; measured here: cell loss, nuclei count;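 cell loss after 18 h compound exposure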
* marks the source's active call; other numbers are inactive results; i = inactive; · = not tested or not shown. No enrichment for hits. About 4% of those tested had a hit in this group.

SMILES	Lipid droplet	Lipid droplet cells 6.5 µM	WT yeast gro inh	WT yeast gro inh mutant strain	MT stabilize HCS	MT stabilize HCS Hoechst-high %	MT stabilize HCS cytotoxicity %	bCat nuc transl	bCat nuc transl cell count 5 µM	Ins promoter up	Ins promoter up cell count	Autophagy mod	Autophagy mod cell loss 18 h	CSM14.1 death rescue	Dynein cargo inh	Dynein cargo inh cytoplasmic EGFP	Dynein cargo inh nuclear GR-EGFP	Dynein cargo inh cell count	XIAP displacement
S=C(NCc1ccc(Cl)cc1Cl)NC1CCCCC1	-23.2	679	83.4*	72.7*	1.7	2.5	6.3	·	·	-0.39	1231	i	-2.1	-1.4%	-1.01	-0.314	-0.918	0.389	-4.3%
CCC(C)(C)NC(=O)CN(C(=O)CNS(=O)(=O)c1ccc(C)cc1)c1ccc2c(c1)OCCO2	·	·	6.9	4.9	2.1	4.9	9.4	-2.9	1201	0.26	1347	i	4.6	1.5%	-0.493	-0.144	-0.0319	0.766	-5.8%
COc1nc(-c2cccc([N+](=O)[O-])c2)nc2ccccc12	-2.3	788	·	·	·	·	·	1.6	1363	-0.36	1108	·	·	·	-0.33	-0.224	0.42	0.165	·
Cc1cccc2sc(N(CCCN(C)C)C(=O)c3cc4ccccc4oc3=O)nc12	-2.9	584	1.5	-6.0	3.4	1.7	1.0	-0.7	1007	0.82	1275	i	4.4	-0.4%	-0.894	-0.136	-0.65	0.0466	13.8%
O=S(=O)(NC1c2cccc3cccc(c23)C1N1CCN(CCO)CC1)c1ccccc1 (stereo not drawn)	·	·	·	·	1.3	2.1	0.9	-5.2	973	0.12	955	i	2.4	-1.2%	0.67	-0.129	0.318	-0.532	-16.4%
CCOC(=O)c1[nH]c(C)c(CN(C(C)=O)c2ccc(OCC)cc2)c1C	-5.0	699	21.5	4.7	20.1*	9.9*	58.1*	5.0	994	-0.42	1342	i	14.7	-2.4%	2.56	-0.207	1.32	-1.34	-6.2%
Nc1nonc1C(=O)N/N=C/c1ccc(Br)o1	8.6	757	·	·	·	·	·	-0.5	1276	0.21	1381	·	·	·	0.166	-0.209	0.222	-0.392	·
COc1ccc(NC(=O)CSc2n[nH]c(N)n2)cc1OC	-10.0	745	2.9	0.2	2.2	0.8	5.1	1.1	968	-0.29	1428	i	-17.2	-1.5%	-1.23	-0.237	-0.358	0.624	-10.9%
Cc1ccc(C(=O)NNC(=O)CSc2nnc3c(n2)[nH]c2ccc(C)cc23)cc1	·	·	-23.4	-17.3	3.2	1.6	3.2	-0.6	1332	1.11	1505	i	-25.4	-1.3%	1.13	-0.224	0.886	0.477	-1.5%
CCOC(=O)c1sc(NC(=O)c2ccc3ncsc3c2)nc1C	19.8	596	1.6	-0.1	3.2	2.1	7.1	-1.3	1021	0.12	1957	i	-16.4	-1.9%	1.26	-0.198	0.709	0.0805	-5.2%
CC(=O)Nc1c(NC(C)C)c2ccccc2oc1=O	·	·	-11.7	-3.7	1.6	1.2	5.5	0.9	1384	1.02	1454	i	10.6	-0.3%	-1.2	0.199	0.0493	-0.0485	-21.1%
CCOc1ccc(/C(O)=C2\C(=O)C(=O)N(c3cc(C)on3)C2c2ccccc2OC)cc1 (stereo not drawn)	21.1	727	3.1	7.0	6.3	2.7	10.4	2.1	948	0.68	1787	i	16.3	-2.5%	0.319	-0.215	0.21	-0.264	-2.4%
CC(C)(C)CN1CCNC(=O)C1CC(=O)N1CCC(C(=O)N2CCOCC2)CC1 (stereo not drawn)	-30.7	580	23.2	1.9	5.1	1.4	0.1	-0.4	1542	0.1	1445	i	-9.6	-0.5%	-0.0448	-0.367	-0.604	0.18	-1.4%
CN1CCc2c(sc(N)c2C(=O)O)C1	1.2	710	-1.9	-1.3	2.0	2.4	5.4	-4.0	1088	0.19	1182	i	-3.7	2.5%	1.52	-0.232	1.12	-1.49	-8.0%
CN(C)CC/C=C1\c2cc(F)ccc2CSc2ccccc21	5.2	694	14.6	-17.1	1.7	3.5	9.2	-0.7	933	-0.38	1133	i	-13.2	-6.3%	0.326	-0.239	0.199	-0.788	-43.1%
Clc1cccc2c1CCN(Cc1nc(-c3cnccn3)no1)C2	-5.2	591	-13.5	14.7	4.6	1.4	3.1	-0.2	1527	-0.39	1356	i	-1.8	-0.4%	-0.00272	-0.33	-0.291	0.703	-5.4%
Cc1nn(-c2ccccc2)c(C)c1CCC(=O)O	·	·	8.7	4.8	1.9	2.6	10.4	-4.3	803	0	1323	i	-9.9	0.4%	-0.236	-0.236	0.156	0.651	-3.9%
COc1ccc(C)cc1-n1c(N)c(C#N)c(C#N)c1-c1ccc(OC)c(OC)c1OC	8.8	676	-7.9	-1.4	6.4	2.1	11.4	·	·	-0.99	1342	i	6.1	·	-0.0441	-0.152	0.204	0.669	-0.4%
CNC(=O)c1ccc(-n2cccn2)nc1	·	·	3.4	1.9	1.5	1.8	0.8	-1.6	1142	-0.02	1367	i	11.8	1.1%	0.368	-0.14	-0.139	-0.106	-4.4%
Cc1ccc2nc(SCC(=O)Nc3ccc(C(N)=O)cc3)[nH]c2c1	12.2	719	-1.4	11.4	4.0	1.5	9.4	1.4	1041	0.32	1069	i	0.3	-1.9%	-6.66*	0.271*	-2.75*	-2.7*	-7.9%
O=C1C2C(c3ccccc3)CC=CC2[C@H](c2ccc(C(F)(F)F)cc2)N1Cc1ccccc1 (stereo partly drawn)	-22.1	627	·	·	·	·	·	-1.0	1328	0.15	532	·	·	·	-1.24	-0.598	-0.542	0.283	·
Cc1occc1C(=O)NNC1=CC(=O)CC(C)(C)C1	8.2	629	-9.7	-6.0	2.2	4.0	6.9	·	·	-0.45	1427	i	-1.7	-0.1%	0.116	-0.323	0.236	0.00166	-7.7%
CCOCCCNC(=O)C1CC(=O)N(C2CCCC2)C1 (stereo not drawn)	10.3	649	0.0	-4.3	2.7	1.9	8.1	·	·	0.36	1241	i	-3.7	·	-0.149	2.19	0.473	-1.06	-4.3%
COC(=O)c1c(Oc2nc(OC)cc(OC)n2)cccc1Oc1nc(OC)cc(OC)n1	4.1	546	-5.3	-8.0	4.6	4.2	2.3	-2.8	498	0.33	1104	i	4.2	-0.5%	0.586	-0.297	-0.00332	0.241	-4.9%
CCOc1ccc(N2C(=O)CC(NCCc3c[nH]c4ccccc34)C2=O)cc1 (stereo not drawn)	9.1	708	3.6	6.5	1.6	1.3	9.4	-1.2	1079	0.44	1635	i	11.7	0.5%	1.1	-0.167	0.769	-0.229	-10.9%
More results
SMILES	Lipid droplet	Lipid droplet cells 6.5 µM	WT yeast gro inh	WT yeast gro inh mutant strain	MT stabilize HCS	MT stabilize HCS Hoechst-high %	MT stabilize HCS cytotoxicity %	bCat nuc transl	bCat nuc transl cell count 5 µM	Ins promoter up	Ins promoter up cell count	Autophagy mod	Autophagy mod cell loss 18 h	CSM14.1 death rescue	Dynein cargo inh	Dynein cargo inh cytoplasmic EGFP	Dynein cargo inh nuclear GR-EGFP	Dynein cargo inh cell count	XIAP displacement
COC(=O)c1ccc(S(=O)(=O)N(C2CCCCC2)C2CCCCC2)n1C	6.1	566	·	·	·	·	·	0.3	1247	-0.16	1005	·	·	·	0.107	-0.208	0.0758	0.0482	·
CCCC1Cc2nc(Cl)c(C#N)cc2CO1 (stereo not drawn)	2.9	718	·	·	·	·	·	-0.1	1126	0.31	1427	·	·	·	0.138	-0.266	0.0159	0.201	·
O=C(CSc1nc2[nH]ncc2c(=O)n1-c1ccccc1)NCCc1ccccc1	-0.4	722	-11.5	4.4	1.1	1.3	4.9	-0.4	1066	·	·	i	-1.8	-0.2%	0.637	-0.372	-0.118	-0.118	-2.1%
O=c1c(C/C=C/c2ccccc2)c(O)nc2n1CCCS2	·	·	-10.7	-19.2	2.5	2.6	10.7	-7.5	1056	-0.21	1635	i	-7.1	-3.4%	-0.289	-0.208	0.015	-0.237	-0.5%
Cc1ccc(C(=O)CCC(=O)O)cc1	-1.8	775	-6.1	3.0	2.4	2.2	6.3	-2.1	1096	0.8	1034	i	-2.0	-4.6%	-0.0856	-0.228	0.192	0.588	-4.7%
CC1CN(C2CC(C)(C)NC(C)(C)C2)CCC1=O (stereo not drawn)	·	·	0.6	1.5	5.8	1.8	8.5	-4.0	957	0.1	1477	i	17.8	-0.1%	0.521	-0.384	0.906	-0.921	-1.1%
CCN(CC)S(=O)(=O)c1cccc(-c2csc(C)n2)c1	-6.2	728	·	·	·	·	·	0.1	1341	0.13	1057	·	·	·	-0.319	-0.271	-0.263	0.165	·
CSCCC(NC(=O)OCc1ccccc1)C(=O)O (stereo not drawn)	15.6	763	-8.8	-5.6	3.9	2.1	6.2	0.8	501	·	·	i	2.5	4.7%	-0.014	-0.223	0.502	-1.13	-5.9%
C=CCc1ccc(OCC(O)CO)c(OC)c1 (stereo not drawn)	15.9	767	13.0	21.7	0.7	1.2	9.1	-5.0	1205	-0.36	1043	i	2.0	-2.3%	0.642	0.261	0.322	-0.423	-6.7%
O=C(CNS(=O)(=O)c1ccccc1)N1CCN(c2ccccc2)CC1	-8.8	737	-12.7	1.6	2.7	1.6	4.8	0.5	1017	-0.28	1342	i	-2.2	-1.2%	0.94	-0.172	0.478	-0.251	-4.3%
